# Compound activity: PubChem, several laboratories
# PP5 primary = PP5 phosphatase inhibitors, primary screen, biochemical, fluorescence; Serine/threonine-protein phosphatase 5 (Homo sapiens), P53041; purified PP5c, OMFP substrate fluorescence; inhibition, % at 6.7 µM; 320,000 tested, 0.18% active; AID 1987, 2009;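 active means inhibition above the campaign's mean inhibition across all tested compounds plus 3 SD, cut at about 9.5% in these data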;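 further: 0% = DMSO only and 100% = 100 µM cantharidin control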
# Target sequence (P53041 whole entry, looked up): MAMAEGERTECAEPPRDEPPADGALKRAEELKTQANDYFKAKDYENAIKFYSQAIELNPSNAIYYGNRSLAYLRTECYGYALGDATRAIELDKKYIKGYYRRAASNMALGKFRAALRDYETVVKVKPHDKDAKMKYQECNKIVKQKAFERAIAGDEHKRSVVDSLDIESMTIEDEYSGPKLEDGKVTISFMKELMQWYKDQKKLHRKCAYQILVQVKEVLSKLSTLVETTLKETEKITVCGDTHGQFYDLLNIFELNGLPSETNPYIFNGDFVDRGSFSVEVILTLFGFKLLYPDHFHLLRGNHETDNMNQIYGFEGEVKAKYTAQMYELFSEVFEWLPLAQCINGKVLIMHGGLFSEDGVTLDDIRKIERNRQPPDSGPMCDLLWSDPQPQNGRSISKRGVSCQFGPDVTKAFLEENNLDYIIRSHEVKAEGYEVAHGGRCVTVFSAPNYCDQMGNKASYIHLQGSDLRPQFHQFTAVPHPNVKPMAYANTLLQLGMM
# HCV core dimer = inhibitors of HCV core protein dimerization, primary screen, biochemical, TR-FRET, high-throughput; TR-FRET GST/Flag-core106 dimerization, 1536-well; inhibition, % at 5 µM; 300,000 tested, 0.33% active;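 active means inhibition above the mean of all tested compounds plus 3 SD, set per screening campaign, cut at about 45% in these data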
#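 System: GST-tagged and Flag-tagged HCV core protein residues 1-106 / Input: core106 proteins, GST 13.5 nM and Flag 17 nM / Buffer or medium: KF-containing HEPES buffer, pH 7.45, DTT, CHAPS, BSA / Probe or stimulus: Eu-anti-GST and XL665-anti-Flag labelled anti-tag antibodies / Schedule: 4 h, 22.5 °C incubation / Technique: TR-FRET 671 and 617 nm emission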
# JMJD2C inh = inhibitors of GASC-1 histone demethylase, primary screen, biochemical, fluorescence, DELFIA europium; Lysine-specific demethylase 4C (Homo sapiens), Q9H3R0; 330,000 tested, 0.069% active; inhibition, % at 2.35 µM; GST-JMJD2C(1-420) H3K9me3 demethylation;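 active means more than half of a compound's replicate wells show inhibition beyond 50%, single wells judged on their own value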;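 further: signal counts dimethyl H3K9 product captured on neutravidin plate; 0% = median of DMSO wells and 100% = 0.3 times that DMSO median; strong numbers were not always called active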
# Target sequence (Q9H3R0 1-420 limits assumed): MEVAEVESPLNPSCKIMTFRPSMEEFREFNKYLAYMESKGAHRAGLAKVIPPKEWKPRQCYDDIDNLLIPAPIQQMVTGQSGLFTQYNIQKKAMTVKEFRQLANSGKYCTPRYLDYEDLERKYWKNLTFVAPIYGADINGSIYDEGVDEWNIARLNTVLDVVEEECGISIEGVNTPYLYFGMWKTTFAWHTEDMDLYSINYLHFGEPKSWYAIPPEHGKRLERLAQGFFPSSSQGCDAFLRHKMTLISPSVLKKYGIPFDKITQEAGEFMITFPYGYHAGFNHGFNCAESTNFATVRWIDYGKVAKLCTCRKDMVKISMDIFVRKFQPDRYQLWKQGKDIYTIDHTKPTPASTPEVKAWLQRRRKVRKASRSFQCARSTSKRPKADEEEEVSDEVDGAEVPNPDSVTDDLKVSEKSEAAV
# GRK2 aptamer HTS = compounds blocking aptamer binding on GRK2 – biochemical, human GRK2, bead flow cytometry, HTS, primary screen; Beta-adrenergic receptor kinase 1 (Homo sapiens), P25098; FAM-aptamer displacement from GRK2; inhibition of aptamer binding, % at 10 µM; 330,000 tested, 0.59% active;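 active means inhibition of aptamer binding above 40%, roughly 3 SD of noise, on plates passing a quality check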;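 further: median bead fluorescence of bound FAM aptamer so fluorescent compounds give negative values; no value below 0 was filed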
# proCasp3 act = activators of human procaspase-3 D3A mutant, primary screen, biochemical, absorbance, PC-3 D3A mutant, single concentration; Caspase-3 (Homo sapiens), P42574; recombinant procaspase-3 D3A, Ac-DEVD-pNA absorbance 405 nm; activation, % at 8.5 µM; 330,000 tested, 0.11% active;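 active means activation above the mean of all tested compounds plus 3 SD, cut at about 21% in these data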;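 further: 0% = DMSO alone and 100% = DMSO wells spiked with extra 5 µM PC-3 D3A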
#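 material = Procaspase-3 D3A mutant | probe or stimulus = Ac-DEVD-pNA | compound = single dose, 8.5 µM nominal compound, 0.8% DMSO | timing = 1 h preincubation, 2 h reaction | measured by = 405 nm absorbance of p-nitroaniline, reads at 0 and 120 min | benchmarks = DMSO-only low control, 5 µM PC-3 D3A high control | repeats = singlicate, each compound tested once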
# proCasp7 act = procaspase-7 activators, primary screen, counter-screen for procaspase-3 activator project, biochemical, absorbance, HTS, human; Caspase-7 (Homo sapiens), P55210; activation, % at 8.5 µM; recombinant procaspase-7, Ac-DEVD-pNA absorbance 405 nm; D23A/D198A/D206A triple mutant, cannot self-cleave; scale: DMSO 0, 5 µM enzyme 100; 330,000 tested, 0.093% active;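 active means percent activation above the screen-wide mean plus 3 SD, cut at about 25% in these data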
#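 Test system: Procaspase-7 triple mutant (PC-7 D3A). Also added: Ac-DEVD-pNA substrate, 400 µM as added. Schedule: 1 h enzyme–compound preincubation and 2 h substrate reaction, both 25 °C. Signal: p-Nitroaniline absorbance at 405 nm, read at 0 and 120 min. Control set: low DMSO alone, high DMSO plus 5 µM PC-7.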
# PP1 inh = PP1-alpha phosphatase inhibitors, primary screen, counter-screen for PP5 inhibitor project, biochemical, fluorescence, OMFP substrate, single point; Serine/threonine-protein phosphatase PP1-alpha catalytic subunit (Homo sapiens), P62136; purified PP1alpha; inhibition, % at 6.7 µM; 320,000 tested, 0.9% active; AID 2235, 2010;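 active means inhibition above the mean inhibition of all tested compounds plus 3 SD, computed separately for each screening campaign, cut at about 15% in these data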
# VLA-4 inh = inhibition in human VLA-4 binding assay, primary screen, VLA-4 allosteric modulator project, MLPCN library, flow cytometry, VLA-4 expressing cells; ligand binding flow cytometry; Integrin alpha-4 (Homo sapiens), P13612; 330,000 tested, 0.2% active; inhibition, % (about 7 µM as worked out from the volumes in the protocol); in the data active means inhibition above about 50%
# CTSL1 counter = Fasciola hepatica cathepsin L1 inhibitors, primary screen, counter-screen for PFM18AAP inhibitor project, biochemical, QFRET, fluorogenic peptide substrate; recombinant F. hepatica cathepsin L1, Z-Leu-Arg-MCA fluorescence; inhibition, % at 5.96 µM; 300,000 tested, 0.49% active; AID 1906, 2009;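 active means inhibition above the mean of all tested compounds plus 3 SD, set per screening campaign, cut at about 17% in these data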;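 further: 0% = plate median of test compound wells and 100% = 1 µM Z-Phe-Ala-diazomethylketone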
# * hit, by the source's call; · = not tested or not shown.
SMILES,PP5 primary,HCV core dimer,JMJD2C inh,GRK2 aptamer HTS,proCasp3 act,proCasp7 act,PP1 inh,VLA-4 inh,CTSL1 counter
COc1cccc(CN(Cc2ccco2)S(=O)(=O)c2ccc(S(=O)(=O)NCc3ccccc3)cc2)c1OC,1.5,1,4,2,-2,2,2,17,1
CCCSc1nc2c(=O)[nH][nH]c(=O)c2n1Cc1ccccc1,0.6,-5,5,0,-3,1,5,0,-2
CC(C)=CC(=O)Nc1nnc(-c2cccnc2)s1,4.5,3,-11,0,9,2,-4,11,3
Cn1c(SCC(=O)NCc2ccco2)nnc1C1CC1,·,·,-5,0,-11,4,·,-35,·
CC(=O)N(c1ccc(N(C(C)=O)S(=O)(=O)c2ccccc2)cc1)S(=O)(=O)c1ccccc1,-3.0,4,1,11,7,-4,-6,6,0
O=C(C1CCN(S(=O)(=O)c2ccc(Cl)cc2)CC1)N1CCC1,-2.6,-3,2,0,2,7,-8,-5,-1
Cc1ccccc1CNC(=O)CCCC(=O)n1nc(C)c2ccccc21,2.7,-2,13,4,-5,-2,1,2,-2
CCOc1cc(/C=C2\SC(N)=NC2=O)ccc1O,1.4,-15,-39,3,-13,-16,-1,-5,9
COc1cc(C(=O)OCCCOC(=O)c2cc(OC)c(OC)c(OC)c2)cc(OC)c1OC,1.3,5,2,0,0,2,-3,10,-3
O=C(c1cc2nc(-c3ccc(F)cc3)cc(C(F)(F)F)n2n1)N1CCCCC1c1cccnc1 (stereo not drawn),-0.5,11,-1,0,-11,2,0,12,5
CN1CCN(c2nc3c(c(=O)[nH]c(=O)n3C)n2Cc2ccccc2)CC1,0.3,-2,1,2,-4,-1,3,9,1
COC(=O)Cc1ccc(NC(=S)NCCO)cc1,-4.0,4,-2,1,5,-1,-5,6,5
CC[n+]1cc(-c2ccccc2)nc(N2CCOCC2)n1,3.6,5,-3,7,8,-4,-1,0,-2
CN(C)CCCNC(=O)c1cc2sc3ccccc3c2s1,2.8,-9,3,0,-4,3,-1,15,-6
CSCc1ccc(C(=O)N2CCCC(Nc3ccc4c(c3)OCCO4)C2)o1 (stereo not drawn),3.6,6,1,6,-4,2,-5,-123,-2
COCCn1c(SCC(=O)N2CCCc3ccccc32)nc2cccnc21,0.8,4,0,0,-5,-5,-2,9,2
Cc1ccc(C)c(NS(=O)(=O)c2ccc(OCC(=O)NCc3ccccn3)cc2)c1,-0.6,6,-36,3,6,9,-3,4,0
CC(C)Oc1ccc(Nc2ncnc3ccccc23)cc1,4.6,-2,3,0,7,17,3,-6,-2
CCCC(=O)c1ccc(N2CCN(C(=O)OCC)CC2)c(F)c1,2.3,9,-4,0,-3,-3,1,2,3
COc1ccc(Oc2nccc(-c3ccccc3)c2C#N)cc1,6.5,4,10,0,-8,3,2,9,1

# Three structures from above, sorted by count of non-hydrogen atoms, high to low:
SMILES,PP5 primary,HCV core dimer,JMJD2C inh,GRK2 aptamer HTS,proCasp3 act,proCasp7 act,PP1 inh,VLA-4 inh,CTSL1 counter
COc1cc(C(=O)OCCCOC(=O)c2cc(OC)c(OC)c(OC)c2)cc(OC)c1OC,1.3,5,2,0,0,2,-3,10,-3
Cc1ccc(C)c(NS(=O)(=O)c2ccc(OCC(=O)NCc3ccccn3)cc2)c1,-0.6,6,-36,3,6,9,-3,4,0
Cn1c(SCC(=O)NCc2ccco2)nnc1C1CC1,·,·,-5,0,-11,4,·,-35,·

# The results go on:
SMILES,PP5 primary,HCV core dimer,JMJD2C inh,GRK2 aptamer HTS,proCasp3 act,proCasp7 act,PP1 inh,VLA-4 inh,CTSL1 counter
Clc1nc(Oc2ccccc2)nc(-c2cn(-c3ccccc3)c3ccccc23)n1,-1.1,3,-3,0,1,-6,4,1,12
COc1cccc(-c2cc3nc4c(c(N5CCC6(CC5)OCCO6)n3n2)CCC4)c1,1.1,5,-3,0,1,4,-1,7,1
CCCCCOP(=O)(OCCCCC)C1(NS(=O)(=O)c2ccccc2)C=CC(=O)c2ccccc21 (stereo not drawn),6.6,-1,4,0,-18,-24,4,7,0
CC(C)Oc1cc2oc(=O)c3c(c2cc1Cl)CCC3,-1.0,3,19,0,3,0,0,17,-3
Cc1cccc(C(=O)NCC(=O)N2CCC2)c1,2.6,·,25,0,4,-10,-2,18,·
COc1ccc(OCCC(=O)OCC(=O)NCc2ccccc2OC)cc1,-0.9,0,2,1,-14,5,-2,-1,-19
O=C(CCCSc1nc2ccccc2[nH]1)NCc1ccco1,4.2,-4,2,0,-2,6,-4,20,-5
ClCc1csc(-c2ccc(Cl)cc2)n1,2.4,-10,0,1,-6,2,-1,17,5
CCOC(=O)C1CCN(c2c(N3CCN(Cc4ccccc4)CC3)c(=O)c2=O)CC1,0.3,-1,-9,2,4,11,-2,20,-1
O=C(CN(Cc1ccccc1)S(=O)(=O)c1ccccc1)N/N=C/c1ccc2c(c1)OCO2,2.8,16,-6,2,11,4,-1,-1,0
O=Nc1onc(-c2ccc([N+](=O)[O-])cc2)c1NO,1.4,-5,-11,6,-7,2,2,5,-2
Cc1cc([N+](=O)[O-])nn1CC(=O)Nc1ccccn1,-0.3,-5,-4,0,-3,2,-1,3,2
CC(=O)N1CC(C)Sc2ccc(S(=O)(=O)NC3CCCCC3C)cc21 (stereo not drawn),-1.2,0,17,0,1,5,1,-3,-4
O=C1C(=O)N(Cc2cccnc2)C(c2ccccn2)/C1=C(/O)c1ccc(Br)cc1 (stereo not drawn),0.5,3,-2,2,1,-1,1,8,9
COc1ccc2c(c1)C(C)=CC(C)(C)N2S(=O)(=O)c1ccc(Br)cc1,4.1,12,-21,2,5,-2,-2,24,1
Cc1cccc(C)c1NC(=O)CN(C)C(=O)c1cccc(-n2cccc2)c1,2.2,37,9,10,15,0,1,8,-4
COc1ccc2cc(C)c3nnc(SCC(=O)Nc4nc(-c5ccccc5)cs4)n3c2c1,0.5,2,-7,1,1,2,1,-6,-1
Cc1[nH]c(=O)[nH]c(=O)c1NS(=O)(=O)c1ccccc1,-2.0,2,5,0,-1,3,-2,-6,-2
Cc1ncc(N=Nc2ccccc2Cl)c(-c2ccccc2)n1,1.8,1,2,1,7,-4,0,5,-1
CCn1c(=O)[nH]c(=O)c2c(N)c(C(=O)c3ccccc3OC)sc21,-0.9,15,-4,11,-3,8,-2,19,3
CCOc1cc(N2CCOCC2)c(OCC)cc1NC(=O)C(C)(C)C,-0.3,-3,-13,1,0,12,-4,1,-1
O=C(N/C(=C/c1ccc(Cl)cc1)C(=O)N1CCCCC1)c1ccco1,1.6,9,0,0,9,5,-1,15,-1
CC(C)COP(=O)(OCC(C)C)C(Nc1ccccc1)c1ccc(F)cc1 (stereo not drawn),1.8,6,-1,0,-2,0,-1,1,7
O=C(/C=C/c1ccco1)Nc1ccccc1N1CCCCC1,-0.9,10,4,0,-1,3,-1,7,7
Cc1ccc(C(=O)OCC(=O)Nc2ccc(F)c(Cl)c2)o1,-0.1,·,·,0,1,9,-4,14,·
CCc1ccc(NC(=O)C/C(C)=N/NC(=O)COc2ccccc2C)cc1,1.2,0,-24,0,-10,4,2,11,-7
O=C(O)CCC(=O)N(Cc1cccnc1)Cc1cccc(F)c1,1.0,-1,13,1,1,9,3,-4,-5
COc1ccccc1NC(=O)C1CCCN1S(=O)(=O)c1cccc2nsnc12 (stereo not drawn),-1.3,1,24,0,5,11,-3,10,2
COc1ccc(-c2nnc(-c3ccc(F)cc3)o2)cc1,0.1,2,-1,0,8,0,1,-12,-1
O=C(CS(=O)(=O)Cc1ccccc1)N1CCN(c2ccccc2F)CC1,1.6,0,11,0,4,-2,0,-10,2
COc1ccc(OC)c(/C=N/NC(=O)c2cc3c(OC)c(OC)ccc3[nH]2)c1,2.6,-10,-1,0,4,-9,3,10,4
COc1cc(NC(=O)c2cc(C(C)C)on2)c(OC)cc1Cl,1.5,-3,-11,0,-4,-7,3,-1,0
CC(=O)c1cccc(NC(=O)Cn2c(=O)oc3cc(S(=O)(=O)N4CCCC4)ccc32)c1,-0.3,-3,29,0,-2,4,-3,1,2
C=CCn1c(NCc2ccccc2)nc2ccccc21,1.9,-3,148,2,1,15,1,-11,0
COc1ccc(NC(=O)NC(C)(C(F)(F)F)C(F)(F)F)cc1,2.6,-4,-5,4,-1,-1,1,-3,-2
O=C(c1cccc(N2C(=O)C3C4C=CC(C4)C3C2=O)c1)N1CCN(c2ccccc2Cl)CC1 (stereo not drawn),0.8,6,-2,0,2,6,2,-21,0
COc1cccc(NC(=O)c2cc([N+](=O)[O-])ccc2NC(=O)CNCC2CCCO2)c1 (stereo not drawn),4.2,9,5,0,9,5,-3,17,2
COC(=O)C1=CN(c2ccc(OC)cc2)C=C(C(=O)OC)C1c1ccc(C)c([N+](=O)[O-])c1,0.8,10,-5,15,-6,-1,6,-13,1
Cn1cnnc1SCC(=O)Nc1ccc(Cl)cc1,-0.7,7,2,0,-1,2,-3,6,2
Cc1nc2sc(C(c3ccc(F)cc3)N3CCN(C(=O)c4ccco4)CC3)c(O)n2n1 (stereo not drawn),-1.5,-1,7,0,1,10,1,8,-1
CCOC(=O)N1CCN(S(=O)(=O)c2cc(OCC(=O)NC3CCCCC3)c(C)cc2Cl)CC1,0.0,-1,-4,2,9,7,1,2,0
N#Cc1cccc(NC(=O)c2ccccc2C(=O)O)c1,-0.1,-4,-14,1,-1,0,-3,12,-3
NC(=O)c1ccc(N2CCN(c3ccccc3F)CC2)c([N+](=O)[O-])c1,4.9,-4,-8,0,1,0,1,6,3
Cc1ccccc1NC(=S)N(C)Cc1cn(C)c2ccccc12,2.7,4,3,5,-3,5,-2,21,0
CCCCc1ccc(NC(=O)C(=O)NCCN2CCN(C(=O)c3ccc([N+](=O)[O-])cc3)CC2)cc1,2.0,-11,6,0,-1,10,2,1,1
O=C(CSCc1cccs1)N1CCCC1,-0.3,-5,7,0,0,2,3,8,-4
CCOC(=O)C1=C(C)NC2=C(C(=O)CCC2)C1c1coc2ccccc2c1=O (stereo not drawn),3.3,3,31,4,19,1,-1,-8,3
CCOC(=O)c1sc2nc(C)nc(NCc3ccccc3)c2c1C,2.3,4,-10,0,3,-4,0,3,0
